PI4K2A block – PI4K2A (human) kinase inhibition. hit rate 0.13% among 420,000. AID 1346378. Q9BTU6. purified PI4K2A, ADP-Glo luminescence, 1 h; hits give low values. activity change, negative = inhibition, % at 76.9 µM; in the data active = activity change below about -50%;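 also: -100% = wells without enzyme as full effect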
Target sequence (Q9BTU6 whole entry, looked up): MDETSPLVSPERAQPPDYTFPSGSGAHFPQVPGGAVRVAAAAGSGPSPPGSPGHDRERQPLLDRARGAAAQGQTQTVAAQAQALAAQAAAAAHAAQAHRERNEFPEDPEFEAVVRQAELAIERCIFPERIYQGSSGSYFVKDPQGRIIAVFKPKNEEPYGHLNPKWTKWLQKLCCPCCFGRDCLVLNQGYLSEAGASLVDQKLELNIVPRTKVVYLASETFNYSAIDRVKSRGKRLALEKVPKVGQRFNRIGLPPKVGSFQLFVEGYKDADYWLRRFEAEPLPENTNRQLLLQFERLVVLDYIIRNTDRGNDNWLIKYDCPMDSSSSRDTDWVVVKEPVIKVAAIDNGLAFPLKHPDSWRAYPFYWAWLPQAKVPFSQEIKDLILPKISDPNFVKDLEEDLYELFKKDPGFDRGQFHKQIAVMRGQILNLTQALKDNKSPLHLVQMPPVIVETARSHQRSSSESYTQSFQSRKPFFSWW
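ADP-Glo luminescence measured ADP generated by PI4K2A enzyme (4 ug/mL before mixing) with 1.2 mM PI substrate (pre-mix) and 300 microM ATP (pre-mix). Tris pH7.5 buffer with MgCl2, Triton X-100; 1 h reaction at ambient temperature.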
Starred values were filed as active, the others as inactive; & = joins results of further samples. A portion of the library. The share of hits here may be higher or lower than overall.

Start of the data: the first seven records (preview)
no.	compound	PI4K2A block
1	CN(C)c1cccc(/C=C2\CC3(OC(=O)c4ccco4)CCCN2C3)c1 (centres undefined)	-2
2	O=C(NC1CCCCN(Cc2ccc(Cl)cc2)C1=O)c1cccc([N+](=O)[O-])c1 (centres undefined)	0
3	Cc1ccc(CNC(=O)OC(C)(C)C)c(/C=C/S(=O)(=O)NCCc2ccccc2)c1	-1
4	O=C(NCCc1ccccn1)c1ccc2c(c1)ncn2C1CCCCC1	-5
5	O=C(OCc1cn(Cc2ccccc2Cl)nn1)N1CCOCC1	-3
6	CC(C)NC(=O)C1(C)CSCC(=O)N1Cc1cccs1 (centres undefined)	2
7	COCCN1C(=O)CN(S(C)(=O)=O)CC1(C)C(=O)Nc1c(C)cccc1C (centres undefined)	1

The list itself, from the first entry:
no.	compound	PI4K2A block
1	CN(C)c1cccc(/C=C2\CC3(OC(=O)c4ccco4)CCCN2C3)c1 (centres undefined)	-2
2	O=C(NC1CCCCN(Cc2ccc(Cl)cc2)C1=O)c1cccc([N+](=O)[O-])c1 (centres undefined)	0
3	Cc1ccc(CNC(=O)OC(C)(C)C)c(/C=C/S(=O)(=O)NCCc2ccccc2)c1	-1
4	O=C(NCCc1ccccn1)c1ccc2c(c1)ncn2C1CCCCC1	-5
5	O=C(OCc1cn(Cc2ccccc2Cl)nn1)N1CCOCC1	-3
6	CC(C)NC(=O)C1(C)CSCC(=O)N1Cc1cccs1 (centres undefined)	2
7	COCCN1C(=O)CN(S(C)(=O)=O)CC1(C)C(=O)Nc1c(C)cccc1C (centres undefined)	1
8	COC(=O)CSc1nnc(-c2ccc(NS(=O)(=O)c3c(C(C)C)cc(C(C)C)cc3C(C)C)cc2)o1	-7
9	O=C(C[C@@H]1CC[C@H](NC(=O)Cc2ccccn2)[C@@H](CO)O1)NCCc1ccccc1	-1
10	C=CS(=O)(=O)N(Cc1ccc(C)cc1)[C@@H](CO)C(=O)OC	0
11	Cc1cccc(N2CCN(C(C(=O)NCc3ccccc3)c3ccc(F)cc3)CC2)c1C (centres undefined)	-2
12	O=C(CCCCCN1C(=O)C2C3C=CC(C3)C2C1=O)Nc1cc(F)cc(F)c1 (centres undefined)	7
13	O=C(CN1CCN(c2nc(-c3ccccc3)cs2)CC1)Nc1ccc(Cl)c(Cl)c1	-2
14	Cn1cccc1C(=O)N1CCN(S(=O)(=O)c2cccs2)CC1	-3
15	CC(=O)N1CCN(C(=O)c2ccc(CNC(=O)c3cccc(Br)c3)cc2)CC1	6
16	COC(=O)[C@]12C[C@H](CC(=O)NCCc3ccccc3OC)C(=O)N(Cc3ccc4c(c3)OCO4)C1=C[C@H](C(C)C)O[C@@H]2C1CC1	-3
17	O=c1c2cc3ccccc3nc2ncn1CCc1ccc(Cl)cc1	-1
18	C[C@H](C(=O)N(C)c1ccccc1)[C@@H](O)c1ccc(Cl)cc1	1
19	C=CCN(C)CC#Cc1ccccc1C	-3
20	C#CCCN([C@H](C(=O)OC)C(C)C)S(=O)(=O)c1ccc(F)cc1Br	-2

Continued:
no.	compound	PI4K2A block
21	O=C(CCc1ccccc1)N[C@H]1[C@H](OCc2ccccc2)CCC[C@@]12C(=O)N(Cc1ccccc1)c1ccc(-c3ccccn3)cc12	2
22	CC(=O)c1cc(-c2ccc3c(c2)OCO3)c(=O)n2c1CCC2	-5
23	CCN(Cc1ccccc1)C(=O)C1C2C=CC3(CN(Cc4ccccc4)C(=O)C13)O2 (centres undefined)	2
24	COC(=O)[C@]12C[C@H](CC(=O)NCc3cccc(C(F)(F)F)c3)C(=O)N(CCc3ccc(OC)c(OC)c3)C1=C[C@H](C1CCCC1)O[C@@H]2C	0
25	CCOC(=O)[C@]12CCCC3=C1N(CCC3)C(=O)[C@@H](CC(=O)N1CCCC1)C2	-6
26	C[C@H]1[C@@H](OC(=O)NCc2cccc(C(F)(F)F)c2)CC[C@@]23CCCN2C(=O)CCC[C@@H]13	4
27	CCC[C@H]1[C@@H](OC(=O)NC2CCC2)CC[C@@]23CCCN2C(=O)CCC[C@@H]13	-7
28	CCCCNC(=O)C[C@@H]1C(=O)N(Cc2ccc(OC)cc2)C2=CCN(C(=O)OC(C)(C)C)C[C@]21C(=O)OCC	-2
29	CCOC(=O)[C@@]12CCCC=C1N(CCc1ccc(Cl)cc1)C(=O)[C@H]2CC(=O)N1CCSCC1	-1
30	CCCCOCCCNC(=O)C[C@@H]1C(=O)N2CCCC3=C2[C@@]1(C(=O)OC)CCCC3	-4
31	CC(C)(C)c1ccc(-c2cn(C[C@H](Cc3ccccc3)n3c(=O)c4ccccc4n3Cc3ccccc3)nn2)cc1	1
32	C=CCOC(=O)Nc1nc(CCNC(=O)OCc2ccccc2)c(C(=O)OC)s1	-2
33	CN1C(=O)[C@@](O)(c2cn(C)c3ccccc23)c2ccccc21	-2
34	O=C(Nc1ccccc1Oc1ccccc1)NC1CCCCN(Cc2cccc(Cl)c2)C1=O (centres undefined)	3
35	COCC#Cc1ccc(CC[C@H]2O[C@H]3CC[C@H](CO)O[C@H]3C[C@H]2n2cc(C(C)(C)O)nn2)cc1	0
36	CCN(C(=O)CSc1nnc(-c2cccnc2)n1Cc1ccco1)c1ccccc1C	-2
37	CCC(C(=O)Nc1ccccc1N1CCCC1)c1ccccc1Cl (centres undefined)	1
38	Cc1ccc(NC(=O)Cc2cccc(OC(F)F)c2)c(S(=O)(=O)N2CCOCC2)c1	-1
39	CC[C@H](CCCc1ccccc1OC)CCS(=O)(=O)N(C)C	1
40	COc1cccc(NC(=O)N2CC[C@@H]3[C@H]2c2cc(-c4cccc(C#N)c4)ccc2N(C)[C@@H]3CO)c1	2

(list continues)
no.	compound	PI4K2A block
41	COC(=O)[C@]12CCCCC=C1N(CCc1ccc(OC)c(OC)c1)C(=O)[C@H](CC(=O)NCc1ccc(OC)c(OC)c1)C2	-7
42	CCC(=O)N(c1ccccc1)C1CCN(C(=O)C(Cc2ccccc2)NC(C)=O)CC1 (centres undefined)	5
43	CN(C)S(=O)(=O)c1ccc2nc(COCc3nc4ccc(S(=O)(=O)N(C)C)cc4[nH]3)[nH]c2c1	-3
44	NCCC(=O)Nc1ccc(Cl)cc1C(=O)c1ccc[nH]1	-2
45	Cc1ccc(S(=O)(=O)N2[C@@H](CO)CO[C@H]2CC(=O)c2ccccc2)cc1	1
46	COC(=O)C[C@H]1CC[C@H](NC(=O)Nc2ccccc2F)[C@@H](CO)O1	5
47	O=C(NCc1ccccc1)C(C1CC1)n1c(Cc2cc(F)cc(F)c2)nc2ccccc21 (centres undefined)	-3
48	COC(=O)C[C@H]1C=C[C@H](NC(=O)c2ccc(F)cc2)[C@@H](CO)O1	0
49	CCOc1ccc(-n2c(SCC(=O)Nc3ccc(S(=O)(=O)Nc4cc(C)nc(C)n4)cc3)nnc2-c2ccc(C)cc2)cc1	-1
50	Cc1cc(C)cc(NC(=O)C2(C(=O)C3CC3)CC(c3ccccc3C(F)(F)F)=NO2)c1 (centres undefined)	-3
51	COC[C@@H]1CCCN1c1ccc2c(c1)O[C@H](C)CCN(C1CC1)S2(=O)=O	-1
52	CCC(C(=O)Nc1ccccc1N1CCCC1)c1cccc(Cl)c1 (centres undefined)	1
53	COC(=O)[C@]12C[C@H](CC(=O)NCc3cccs3)C(=O)N(CCc3ccc(OC)c(OC)c3)C1=C[C@H](C1CCCC1)O[C@@H]2C	-6
54	O=C(CSc1nnc(-c2ccccc2)n1Cc1ccco1)Nc1ccc(OCc2ccccc2)cc1	-18
55	CCN(C(=O)[C@@H](C1CC1)[C@@H](O)c1ccc(C(C)=O)cc1)c1ccccc1	-3
56	Cc1ccc2nc(-c3ccc(NC(=O)CSc4nnc(-c5ccccc5)n4Cc4ccco4)cc3)sc2c1	-7
57	COc1ccc2c(c1)CN1CN(Cc3ccccc3)S(=O)(=O)CC21 (centres undefined)	-4
58	Cc1ccccc1NC(=O)OC1CC2CC1[C@H]1CCCCN1[C@H]2Cc1ccccc1 (some centres undefined)	-5
59	COC(=O)C1=CN(c2ccc(F)cc2)C(N)=C(C#N)C1c1ccccc1 (centres undefined)	-3
60	CN(Cc1ccccc1)S(=O)(=O)c1cccc(C(=O)OCc2cccc(C(F)(F)F)c2)c1	2

The final 3 entries of the part before open the next one.
no.	compound	PI4K2A block
58	Cc1ccccc1NC(=O)OC1CC2CC1[C@H]1CCCCN1[C@H]2Cc1ccccc1 (some centres undefined)	-5
59	COC(=O)C1=CN(c2ccc(F)cc2)C(N)=C(C#N)C1c1ccccc1 (centres undefined)	-3
60	CN(Cc1ccccc1)S(=O)(=O)c1cccc(C(=O)OCc2cccc(C(F)(F)F)c2)c1	2
61	CCOC(=O)CC[C@@H]1CC[C@]2(CCCN(C(=O)c3ccco3)C2)O1	3
62	CCC(C(=O)NC1CCCC1)n1c(C2CCCC2)nc2ccccc21 (centres undefined)	-1
63	CN1C(=O)c2cc(NC(=O)Cc3ccccc3)ccc2OC[C@H]2O[C@H](CC(=O)O)CC[C@H]21	0
64	CCn1c2ccccc2c2cc(NC(=O)COC(=O)c3cccc(F)c3F)ccc21	-6
65	COC(=O)C1CN(C2CCCC2)CCS(=O)(=O)N1Cc1ccc(Cl)cc1 (centres undefined)	2
66	CCCCOCCCNC(=O)C[C@@H]1C(=O)N(Cc2ccc(OC)cc2)/C2=C/CCCCC[C@@]21C(=O)OCC	-1
67	COC(=O)c1ccc(S(=O)(=O)N2CCC(NC(=O)CCc3ccccc3)CC2)cc1	-3
68	Cc1ccccc1Cn1cc(COC(=O)N2CCOCC2)nn1	-4
69	O=C(CSc1nnc(-c2cnccn2)n1-c1ccccc1)Nc1ccc2c(c1)OCCO2	0
70	O=C(C1CCCN1S(=O)(=O)c1ccc(Cl)s1)N1CCN(c2ccccc2)CC1 (centres undefined)	-5
71	COc1ccc(N2c3ccccc3CN(Cc3ccccc3)[C@@H](C)[C@H]2Cc2c(C)cccc2C)cc1	5
72	Cc1cccc(C)c1NC(=O)C(c1ccccc1)n1c(-c2ccccc2)nc2ccccc21 (centres undefined)	1
73	Cc1ccccc1CN1C(=O)CSCC1(C)C(=O)NCc1ccccc1 (centres undefined)	2
74	COc1ccc(C(=O)C[C@@H]2OC[C@H](Cc3ccccc3)N2S(=O)(=O)c2ccc(C)cc2)cc1OC	-3
75	CCS(=O)(=O)Nc1ccc2c(c1)C(=O)N(C)[C@@H]1CC[C@H](CC(=O)OC)O[C@H]1CO2	-4
76	CCCCCCCCN1C(=O)[C@H](CC(=O)NCc2ccc(C)o2)C[C@@]2(C(=O)OC)CC(C)(C)CC=C12	-4
77	COc1ccc(CNC(=O)c2sc3nc(C)c(Cl)c(C)c3c2N)cc1	-4
78	CCCCCCN1CCS(=O)(=O)N(Cc2ccc(F)cc2)C(C(=O)OC)C1 (centres undefined)	2
79	CC(=O)N1CCN(c2cc(-c3ccco3)nc3cc(-c4ccccc4)nn23)CC1	-18
80	CCN(CC)c1ccc(C=Nn2c(-c3ccc(F)cc3)n[nH]c2=S)c(O)c1	2

The results go on:
no.	compound	PI4K2A block
81	COc1ccc(CNS(=O)(=O)CC2NCc3ccc(C)cc32)cc1 (centres undefined)	-5
82	CC(C)CCNC(=O)C1CCCN(C(=O)c2ccc3c(c2)NC(=O)CS3)C1 (centres undefined)	-5
83	CCCC[C@@H]1C(=O)N2N=Cc3cc(C)c(C)cc3[C@H]2N2N=Cc3cc(C)c(C)cc3[C@@H]12	-5
84	COc1cccc2c1[C@H](/C=C/c1ccccc1)[C@@H]([C@H](O)CO)OC2	-2
85	Cc1cccc(C)c1NC(=O)C1C(c2ccc3c(c2)OCO3)=Nc2ccccc2N1C(=O)c1ccccn1 (centres undefined)	-1
86	Cc1cc2c(cc1C)-c1nnnn1C(N1CCC(Cc3ccccc3)CC1)C(=O)N2 (centres undefined)	-2
87	CC1(C(=O)NCc2ccccc2)CSCC(=O)N1Cc1cccc(C(F)(F)F)c1 (centres undefined)	-2
88	Cc1ccc(C2CCC3(CCC(=O)N3CCOC(=O)Nc3ccc(Br)cc3)CC2)cc1 (centres undefined)	-2&-3
89	Cc1ccc(-n2c(SCC(=O)Nc3ccc(S(=O)(=O)Nc4nccs4)cc3)nnc2-c2cccs2)cc1	2
90	Cc1ccc(S(=O)(=O)Nc2ccccc2OC(C(=O)OC(C)(C)C)C(=O)OC(C)(C)C)cc1	5
91	COc1ccc(N2CCCN(CC(=O)Nc3ccccc3C)CC2)cc1	-3
92	COc1ccc(C(=O)C[C@@H]2OC[C@H](C)N2S(=O)(=O)c2ccc(C)cc2)cc1OC	2
93	COc1ccc(N2C(=O)c3ccccc3NC(=O)C2C(=O)Nc2ccc(N3CCOCC3)cc2)cc1 (centres undefined)	0
94	Cc1ccccc1CS(=O)(=O)Cc1ccc(C(=O)Nc2ccccc2C)o1	2
95	CC[C@@]1(O)C(=O)OCc2c1cc1n(c2=O)Cc2c-1nc1ccccc1c2/C=N/OC(C)(C)C	4
96	COCc1cn(CC(C)n2c(=O)c3ccccc3n2Cc2cc(C(C)C)no2)nn1 (centres undefined)	3
97	CCS(=O)(=O)Nc1ccc2c(c1)C(=O)N(C)[C@@H]1CC[C@H](CC(=O)N[C@@H]3CCN(Cc4ccccc4)C3)O[C@H]1CO2	-2
98	COc1ccc(-c2cc(-c3nnc(SCC(=O)NC4CCCCC4)n3N)[nH]n2)cc1	1
99	O=C(OCc1cn(Cc2c(F)cccc2F)nn1)N1CCCC1	-2
100	CCCCc1ccc2nc(NC(=O)c3cccs3)sc2c1	-4
101	COc1ccc(C2=Nc3ccccc3N(C(=O)c3ccc(C(F)(F)F)cc3)C2C(=O)Nc2c(C)cccc2C)cc1 (centres undefined)	-1
102	c1nc(NCC2CC2)c2cc(-c3ccc4c(c3)OCO4)ccc2n1	-6

High-throughput results from PubChem.
